# Screening results as filed in PubChem.
# RGS4-Gao reg – human RGS4-Galphao interaction regulation | actives 0.33% (n = 220,000) | binding response (% of control), % at 10 µM | Multiplexed bead flow cytometry, RGS4-Galphao binding; actives lie on both sides | AID 1415; in the data active means binding response below about 49% or above about 150%; inactive means in between;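 further: fluorescent Galphao activated with aluminum fluoride binding bead-coupled RGS4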
# Target sequence (P09471 whole entry, looked up): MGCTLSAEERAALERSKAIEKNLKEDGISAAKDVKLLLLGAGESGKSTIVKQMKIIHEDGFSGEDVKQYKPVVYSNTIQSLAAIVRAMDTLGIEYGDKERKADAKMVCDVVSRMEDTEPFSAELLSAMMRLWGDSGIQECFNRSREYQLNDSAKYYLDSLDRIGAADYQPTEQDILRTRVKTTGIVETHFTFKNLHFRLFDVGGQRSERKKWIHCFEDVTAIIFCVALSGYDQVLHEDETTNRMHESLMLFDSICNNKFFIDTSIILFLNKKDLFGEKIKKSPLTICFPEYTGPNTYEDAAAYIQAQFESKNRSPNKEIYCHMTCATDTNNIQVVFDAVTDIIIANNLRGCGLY
# Bim-Bcl-XL – inhibitors of Bim-Bcl-XL interaction, human; inhibition, % at 10 µM; Bim peptide-Bcl-XL binding, bead flow cytometry, fluorescence; actives 0.04% (n = 190,000)
# Target sequence (Q07817 whole entry, looked up): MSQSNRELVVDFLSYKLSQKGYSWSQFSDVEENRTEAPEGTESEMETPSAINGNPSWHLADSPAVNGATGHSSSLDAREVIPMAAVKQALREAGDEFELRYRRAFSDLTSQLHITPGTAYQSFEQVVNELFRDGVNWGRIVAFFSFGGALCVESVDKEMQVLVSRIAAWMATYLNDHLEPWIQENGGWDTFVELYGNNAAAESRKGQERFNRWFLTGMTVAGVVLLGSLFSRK
# ABCB1 inh – inhibitors of human ABCB1 transporter, ABCG2 counter-screen; P08183; CCRF-Adr cells, JC-1 efflux, flow cytometry; inhibition, % at 6.6 µM; actives 0.067% (n = 190,000); AID 1326; in the data active means inhibition above about 40%;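 further: 0% = vehicle and 100% = reference inhibitor; higher value means more JC-1 retained so stronger ABCB1 efflux block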
# Bcl-W Bim block – inhibitors of Bim-Bcl-W interaction, human. bead-based flow cytometry, Bim peptide-Bcl-W binding. actives 0.02% (n = 190,000). AID 952. inhibition, % at 10 µM;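 further: 0% = bound tracer without compound and 100% = peptide blocker; higher means less fluorescent Bim peptide bound to Bcl-W beads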
# Target sequence (Q92843 whole entry, looked up): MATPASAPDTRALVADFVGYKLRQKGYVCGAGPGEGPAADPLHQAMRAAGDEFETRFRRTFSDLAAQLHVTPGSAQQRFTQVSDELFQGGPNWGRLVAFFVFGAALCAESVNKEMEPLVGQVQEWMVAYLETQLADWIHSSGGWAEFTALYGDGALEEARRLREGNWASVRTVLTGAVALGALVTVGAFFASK
# RGS8-Gao – modulates binding of RGS8 to human Galphao. multiplexed bead flow cytometry; actives lie on both sides. response (percent of control binding), % at 10 µM. actives 0.34% (n = 220,000). AID 1423; in the data active means response below about 60% or above about 140%; inactive means in between;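 further: Galphao activated as the GDP aluminium fluoride complex binding bead-coupled RGS8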
# ABCG2 block – inhibitors of human ABCG2 transporter, ABCB1 counter-screen. IgMXP3 cells, JC-1 efflux, flow cytometry. inhibition, % at 6.6 µM. actives 0.1% (n = 190,000). AID 1325;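 active means inhibition above 80%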;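 further: 0% = DMSO and 100% = nicardipine control wells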
#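 Test system: IgMXP3 cells (ABCG2) mixed with DDAO far-red-labelled CCRF-Adr cells (ABCB1). Reagent: JC-1 transporter substrate. Compound dosing: single test compound dose, 6.6 µM final. Times: 10 min compound exposure, 25 °C. Detection: flow cytometry of retained JC-1 fluorescence. Read-out basis: efflux inhibition in percent versus controls. Controls: nicardipine and DMSO wells.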
# RGS7-Gao – human RGS7-Galphao interaction regulation | Multiplexed bead flow cytometry, RGS7-Galphao binding; actives lie on both sides | binding response (% of control), % at 10 µM | actives 0.35% (n = 220,000); in the data active means binding response below about 49% or above about 150%; inconclusive means no clear call, values can overlap the other calls; inactive means in between;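 further: fluorescent Galphao held in activated GDP-AlF4 state binding bead-coupled RGS7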
# Bim-Bcl-B – human Bim-Bcl-B interaction inhibition. inhibition, % at 10 µM. Q9HD36. AID 951. bead-based flow cytometry, Bim peptide-Bcl-B binding. actives 0.073% (n = 190,000);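 further: 0% = tracer peptide without compound and 100% = reference inhibitor peptide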
# Target sequence (Q9HD36 whole entry, looked up): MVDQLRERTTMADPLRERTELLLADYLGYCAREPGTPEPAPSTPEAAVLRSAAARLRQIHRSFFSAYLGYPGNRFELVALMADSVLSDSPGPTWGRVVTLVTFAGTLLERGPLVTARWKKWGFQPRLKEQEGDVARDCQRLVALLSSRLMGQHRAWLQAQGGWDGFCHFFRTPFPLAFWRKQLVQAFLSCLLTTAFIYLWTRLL
# Bcl-2 Bim block – disrupts Bim peptide binding to human Bcl-2; inhibition, % at 10 µM; actives 0.06% (n = 190,000); P10415; Bead-based flow cytometry, Bim peptide-Bcl-2 binding; in the data active means inhibition above about 40%; inconclusive means no clear call, values can overlap the other calls;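 further: 0% = no compound wells with probe peptide and 100% = reference peptide inhibitor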
# GSH fluor – compound fluoresces at 488/530 nm on GSH beads; GSH beads flow cytometry, compound fluorescence 488/530 nm; active compounds read high; fluorescence (KMESF) at 10 µM; actives 0.25% (n = 190,000); AID 1776; in the data active means fluorescence above about 89;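 further: glutathione beads carrying GST-tagged Bcl family fusion proteins plus one bare bead set; values are compound well signal with DMSO vehicle wells as background; inactives centre near 16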
# Bim-Bfl-1 – human Bim-Bfl-1 interaction inhibition; Q16548; Bead-based flow cytometry, Bim-Bfl-1 binding inhibition; inhibition, % at 10 µM; actives 0.12% (n = 190,000); AID 1008;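 further: 0% = wells without compound plus tracer and 100% = blocker peptide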
# * hit, by the source's call; ? = inconclusive; . = no result given. Unless noted, no stated cut-off is given here; in the data, active means inhibition above about 40%.
# The first 3 records, to show the layout:
molecule	RGS4-Gao reg	Bim-Bcl-XL	ABCB1 inh	Bcl-W Bim block	RGS8-Gao	ABCG2 block	RGS7-Gao	Bim-Bcl-B	Bcl-2 Bim block	GSH fluor	Bim-Bfl-1
COC(=O)C1=C(N)N(c2ccccc2F)C2=C(C(=O)CC(C)(C)C2)C1c1ccc(OC)c(OC)c1 (stereo not drawn)	101	-7	2.0	-3	103	2	100	-2	-2	10	-2
CC(=O)Nc1ccc(Nc2cc(C)nc3c(-c4ccc(Cl)cc4)cnn23)cc1	99	-5	8.4	-6	102	21	90	-14	-12	18	-14
Cc1cc(C)cc(OCC(=O)Nc2ccc(N3CCN(C(=O)c4ccco4)CC3)cc2)c1	102	-10	1.2	-2	102	9	100	-2	-8	25	-9

# Main list, from the start:
molecule	RGS4-Gao reg	Bim-Bcl-XL	ABCB1 inh	Bcl-W Bim block	RGS8-Gao	ABCG2 block	RGS7-Gao	Bim-Bcl-B	Bcl-2 Bim block	GSH fluor	Bim-Bfl-1
COC(=O)C1=C(N)N(c2ccccc2F)C2=C(C(=O)CC(C)(C)C2)C1c1ccc(OC)c(OC)c1 (stereo not drawn)	101	-7	2.0	-3	103	2	100	-2	-2	10	-2
CC(=O)Nc1ccc(Nc2cc(C)nc3c(-c4ccc(Cl)cc4)cnn23)cc1	99	-5	8.4	-6	102	21	90	-14	-12	18	-14
Cc1cc(C)cc(OCC(=O)Nc2ccc(N3CCN(C(=O)c4ccco4)CC3)cc2)c1	102	-10	1.2	-2	102	9	100	-2	-8	25	-9
CCCn1c(Nc2nc3ccccc3n2C)nc2ccccc21	95	-3	0.1	0	99	2	97	-2	-4	16	-2
N#Cc1cccc(N=c2ssnc2Cl)c1	95	-4	-1.2	-6	85	-3	96	-52	1	13	27
N#Cc1cc2c(=O)n3ccccc3nc2n(-c2ccccc2Cl)c1=O	98	0	1.4	2	98	25	103	0	4	22	-1
COc1ccc(CN2C(=O)CC(Cc3ccc(C)cc3)C2=O)cc1OC (stereo not drawn)	90	-4	0.2	-4	99	-2	91	-1	1	10	0
CCOc1ccccc1NC(=O)C1CCN(S(=O)(=O)c2c(C)noc2C)CC1	99	-1	1.2	1	100	5	98	1	1	20	2
NNC(=S)Nc1cc(S(=O)(=O)N2CCOCC2)ccc1N1CCOCC1	99	-2	0.1	0	101	1	100	-6	-2	10	-1
CCOC(=O)CNC(=O)c1ccccc1	87	-1	0.3	-4	99	0	84	-2	2	25	-3
COc1cc(/C=N/N=C(N)N)ccc1OCc1ccccc1Cl	95	-5	0.4	-4	97	5	92	-2	0	23	-3
Cc1ccc(-c2nc(NC(=O)CSc3nnnn3-c3ccccc3)ns2)cc1	96	-8	0.3	-2	99	12	95	-10	-15	25	-17
Cc1cccc(C(=O)NCC2CCCO2)c1 (stereo not drawn)	102	-4	0.6	-3	102	2	100	-3	-8	17	-6
CCc1ccc(NC(=O)CSc2nc3ccsc3c(=O)n2CCCCCC(=O)O)cc1	102	-5	0.8	-4	101	2	100	-4	0	12	-3
CCN1C(=O)/C(=C/c2ccc(N3CCCC3)cc2)NC1=S	123	0	23	5	82	79	126	-20	-1	17	5

# Following part
molecule	RGS4-Gao reg	Bim-Bcl-XL	ABCB1 inh	Bcl-W Bim block	RGS8-Gao	ABCG2 block	RGS7-Gao	Bim-Bcl-B	Bcl-2 Bim block	GSH fluor	Bim-Bfl-1
Cc1ccc(OCCC(=O)OCC(=O)N2c3ccccc3CC2C)cc1 (stereo not drawn)	85	12	-0.4	8	91	-1	98	7	11	24	13
CC(=O)c1c(OC(=O)c2ccccc2Br)ccc2c(C)cc(=O)oc12	99	-2	0.0	-1	101	3	100	-4	1	14	-1
O=C(/C=C/c1ccco1)NC(=S)Nc1cccc([N+](=O)[O-])c1	97	-6	0.0	-8	101	9	96	-6	-7	16	-7
CCOc1ccc2nc(NC(=O)c3cccnc3)sc2c1	103	-6	.	-3	102	1	105	-7	2	10	1
OCC1(CCc2ccccc2)CCN(Cc2ccccc2Cl)CC1	105	-9	2.2	-7	106	6	103	-5	-5	15	-6
COc1ccc(S(=O)(=O)N(C)CC(=O)NC2CC2)cc1	101	0	0.2	-1	100	1	103	-2	-2	76	-7
Nn1c(Cc2cccc3ccccc23)nnc1SCn1nnc2ccccc2c1=O	101	-4	1.5	0	100	5	98	-5	-2	17	3
COCCNC(=S)Nc1ccc2nc(N3CCCC3)cc(C)c2c1	100	1	-0.4	1	98	-2	100	4	4	18	3
O=C(NCc1nnc(SCC(=O)N2CCCc3ccccc32)o1)c1ccco1	103	-3	0.5	-3	103	1	102	-10	-2	12	-11
Cc1csc(NC(=O)CSc2nc3ccccc3s2)n1	100	-12	-0.3	-3	104	11	102	-6	-8	26	-13
O=C(CN(C(=O)CCC(=O)Nc1nccs1)c1ccc2c(c1)OCCO2)NCc1ccco1	111	-9	0.2	0	105	1	109	-10	-9	40	-9
CC(C)CC(=O)NC(=S)Nc1ccccn1	102	0	0.0	4	103	0	103	-2	-2	7	-4
CCOC(=O)Cn1nc(-c2ccccc2)c2ccccc2c1=O	103	-1	0.0	3	104	-1	103	-1	-5	10	-8
C=CCOc1ccc(/C=N/NC(=O)C(C)Sc2ccccn2)cc1OCC (stereo not drawn)	98	-4	1.6	-3	96	14	94	-6	-6	12	-12
Cc1nnc(SCCC#N)n(CCC#N)c1=O	97	0	0.3	3	93	29	98	5	6	34	4

# Next part:
molecule	RGS4-Gao reg	Bim-Bcl-XL	ABCB1 inh	Bcl-W Bim block	RGS8-Gao	ABCG2 block	RGS7-Gao	Bim-Bcl-B	Bcl-2 Bim block	GSH fluor	Bim-Bfl-1
c1csc(-c2csc3ncnc(NCCCN4CCOCC4)c23)c1	99	0	0.8	0	104	2	101	-7	-8	25	-11
CCCCCNc1nc(N2CCCC2)c2c(c1C#N)CCN(C)C2	99	-2	0.6	0	100	2	102	-3	-1	6	0
O=C(NCCCN1CCOCC1)c1ccco1	103	1	0.1	-2	109	0	102	0	-3	22	-1
O=C(CCN1CCOCC1)NCC1COc2ccccc2O1 (stereo not drawn)	102	-5	-0.3	0	99	-10	101	-6	-3	22	-2
CCC1(C(=O)OC)NC(c2ccccc2OC)C2C(=O)N(C)C(=O)C21 (stereo not drawn)	93	1	0.1	4	85	0	95	5	5	47	6
Nc1nc(-c2ccc3ccccc3c2)c(C2(O)C(=O)Nc3c(Br)cc(F)cc32)s1 (stereo not drawn)	105	-10	1.0	-1	102	4	105	-15	-5	41	-13
Cc1cccc2nc(CNc3ccc(F)cc3)cn12	87	-4	0.0	-1	88	0	86	-13	-13	28	-15
CC(C)CC(C(=O)NC1CCCCC1)N(Cc1cccs1)C(=O)c1snc(C(N)=O)c1N (stereo not drawn)	105	0	2.5	-1	111	4	104	-1	0	8	-7
C=CCn1c(CNC(=O)c2ccccc2F)nnc1SCC(=O)NC(C)c1ccccc1 (stereo not drawn)	94	0	1.4	0	96	2	100	-5	-6	20	-5
COC(=O)C(C)NC(=O)C1CCCN1S(=O)(=O)c1cc(C)c(Cl)cc1C (stereo not drawn)	96	3	1.5	3	90	2	99	3	3	59	7
COCCCNC(=S)NNC(=O)c1ccccc1Br	101	-5	0.1	0	102	0	103	-16	-4	20	-1
CCCN(CCC)CCCNC(=S)Nc1ccc2nc(N3CCN(CC)CC3)cc(C)c2c1	102	-4	0.3	-3	100	1	?	-8	-2	19	-4
COC(=O)COC(=O)c1ccccc1NC(=O)c1ccccc1	97	-6	0.9	-2	97	12	104	-14	-24	16	-10
COc1cc(C(=O)Sc2ccc(Cl)cc2)cc(OC)c1OC	103	-18	1.1	-1	101	7	100	-13	-11	31	-13
O=C(NCCCCNC(=O)c1ccco1)c1ccco1	103	-7	0.8	-2	100	4	97	-5	-7	36	-11

# Next part.
molecule	RGS4-Gao reg	Bim-Bcl-XL	ABCB1 inh	Bcl-W Bim block	RGS8-Gao	ABCG2 block	RGS7-Gao	Bim-Bcl-B	Bcl-2 Bim block	GSH fluor	Bim-Bfl-1
CC(C)OC(=O)C1C2C=CC3(CN(Cc4cccs4)C(=O)C13)O2 (stereo not drawn)	97	-3	3.4	-1	98	1	104	-1	0	11	-3
C=CCNC(=S)Nc1sc2c(c1C(=O)OCC)CCN(C(=O)OCC)C2	102	-4	-1.3	-3	91	-5	102	-6	0	11	1
Cc1ccc(C)c(C(=O)NCCN(C)C)c1	101	-1	0.6	-2	106	3	99	0	-3	15	-1
O=C(CCn1nc(-c2ccc(Cl)cc2)ccc1=O)N1CCN(c2ccccn2)CC1	102	-4	0.0	-1	101	0	103	-2	-2	24	-3
CS(=O)(=O)N(CC(=O)N1CCN(c2ccc(F)cc2)CC1)c1cccc(Cl)c1	108	-7	0.3	-2	108	2	107	-3	-5	26	-3
O=C(Cn1cnc2ccccc21)OCC(=O)N1CCCc2ccccc21	104	12	0.5	0	103	1	101	-5	-3	253*	-12
COc1ccc2c(c1)SC1=NCCS(=O)(=O)N12	102	-5	0.2	2	104	1	104	-10	-5	47	-3
CC(NC(=O)CSc1nc2sc3c(c2c(=O)n1-c1ccccc1)CCCC3)c1ccccc1 (stereo not drawn)	89	0	1.2	0	94	5	100	-1	-1	16	-1
CC1(C)CC(=O)c2sc(NC(=O)C(C)(C)C)nc2C1	103	0	-0.9	0	105	0	100	-2	0	13	-3
O=C(c1cccs1)N1CCN(C2CCN(Cc3ccccc3)CC2)CC1	104	-13	0.5	-1	104	1	98	-9	-12	35	-15
O=C(Cc1ccccc1)O/N=C1\CCCc2ccccc21	100	-4	-0.1	-1	96	0	96	-7	-1	15	-6
COc1ccc(NC(=S)N2CCN(Cc3ccccc3)CC2)cc1	101	-8	0.1	-7	98	1	98	-10	-7	21	-4
CCOc1cccc(=O)c2c(C)n(CC(=O)c3ccccc3)c(C)c12	99	-2	1.7	4	100	8	96	-3	3	25	0
Cn1nc(-c2ccc(NCCO)c([N+](=O)[O-])c2)c2ccccc2c1=O	100	3	0.9	4	102	11	113	1	1	19	0
CC1=C(C(=O)OCc2ccccc2)C(c2ccc(N(C)C)cc2)NC(=O)N1 (stereo not drawn)	105	-19	0.2	-4	103	0	104	-8	-55	24	-5

# Next compounds
molecule	RGS4-Gao reg	Bim-Bcl-XL	ABCB1 inh	Bcl-W Bim block	RGS8-Gao	ABCG2 block	RGS7-Gao	Bim-Bcl-B	Bcl-2 Bim block	GSH fluor	Bim-Bfl-1
OC1(c2cccc(C(F)(F)F)c2)CCN(c2ncnc3c2[nH]c2ccc(F)cc23)CC1	101	1	0.5	-3	100	4	99	1	0	15	-1
CCSc1c(-c2ccccc2)nc2c(C)cccc2c1C(=O)O	99	-1	1.6	1	103	6	102	-2	-9	29	-13
CCCCn1c2nc3ccccc3nc2c2c(=O)n(-c3ccccc3)cnc21	98	-9	-3.8	-6	91	-4	99	-17	-6	21	-1
NC(=O)[C@@H]1CCCN1Cc1nc(Cc2ccccc2F)no1	100	-2	-0.2	0	101	-1	99	-3	-2	17	-1
COCCNC(=O)CSc1nnc(-c2ccccc2)c(-c2ccccc2)n1	101	-4	2.2	-1	101	12	?	-6	-4	10	-7
Cc1cc(C)c(-c2csc(NC(=O)/C=C/c3cccs3)n2)c(C)c1	105	-5	0.1	-3	102	0	101	-5	-8	19	-12
Brc1ccc(-c2csc3ncnc(-n4nnc5ccccc54)c23)cc1	102	-3	0.6	-2	100	6	101	-5	0	10	0
